# Screens deposited in PubChem BioAssay by Fisher Drug Discovery Resource Center.
# NPYLR7 ag = agonists of mosquito NPYLR7 receptor, primary screen, cell-based, Aedes aegypti, calcium fluorescence, mosquito biting behavior; Aedes aegypti neuropeptide Y-like receptor 7 (NPYLR7); HEK293T NPYLR7/Galpha15, GCaMP6s calcium fluorescence; activation, % at 10 µM; actives 0.15% (n = 270,000); AID 1259423, 2018; in the data active = activation above about 40%;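 note: 0% = vehicle and 100% = reference agonist at the receptor; some compounds past the cut are filed as inactive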
# mcGAS inh = cyclic GMP-AMP synthase inhibitors, mouse, primary biochemical chemiluminescence; actives 0.15% (n = 160,000); inhibition, % at 12.5 µM; recombinant cGAS, Kinase-Glo ATP depletion luminescence;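 note: 0% = negative control wells and 100% = reference inhibitor with no enzyme activity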
# hcGAS inh = Primary biochemical luminescence assay for human cyclic GMP-AMP synthase inhibitors. Q8N884. recombinant h-cGAS, ATP depletion, Kinase-Glo luminescence. inhibition, % at 12.5 µM. actives 0.081% (n = 290,000). AID 1259398, 2018;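 note: 0% = vehicle reaction and 100% = reaction without DNA for no activity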
# Target sequence (Q8N884 whole entry, looked up): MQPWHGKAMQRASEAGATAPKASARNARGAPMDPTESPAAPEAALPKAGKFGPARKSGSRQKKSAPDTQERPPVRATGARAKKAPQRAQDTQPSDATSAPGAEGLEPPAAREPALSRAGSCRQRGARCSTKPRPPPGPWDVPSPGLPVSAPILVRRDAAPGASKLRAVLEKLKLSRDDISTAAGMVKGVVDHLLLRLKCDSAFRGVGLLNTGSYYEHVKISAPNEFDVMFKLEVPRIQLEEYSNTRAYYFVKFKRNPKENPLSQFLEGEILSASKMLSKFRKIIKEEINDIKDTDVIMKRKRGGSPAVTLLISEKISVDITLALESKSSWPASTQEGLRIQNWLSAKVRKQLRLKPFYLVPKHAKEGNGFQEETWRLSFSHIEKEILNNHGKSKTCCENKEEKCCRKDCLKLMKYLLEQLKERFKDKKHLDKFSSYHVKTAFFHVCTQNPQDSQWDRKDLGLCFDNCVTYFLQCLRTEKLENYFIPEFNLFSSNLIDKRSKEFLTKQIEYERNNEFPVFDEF
# An asterisk follows results filed as active; nt = not tested or not shown; & = joins results of further samples. Cut-off read from the data, not from the text of the source, unless noted: active = inhibition above about 40%; inactive = the rest. Hits appear at their usual frequency. About 0.26% of those tested had a hit in this group.
SMILES,NPYLR7 ag,mcGAS inh,hcGAS inh
CCC(C)N(Cc1cccc(OS(=O)(=O)c2cccc(C(F)(F)F)c2)c1)C(=O)c1ccc([N+](=O)[O-])cc1 (stereo not given),-4,-6,-8
O=C1NC(=O)C(=Cc2ccc(C(=O)O)cc2)S1,-3,nt,4
O=C(CCC(=O)N1CCc2ccccc21)NC1CCOC1=O (stereo not given),19,-5,-5
Fc1ccc(-n2c(-c3ccncc3)nn(CN3CCCCC3)c2=S)cc1,-2,-5,-4
CC1(C(=O)NCCc2ccccn2)CCN1C1Cc2ccccc2C1 (stereo not given),-3,nt,-4
COc1ccccc1OCC1c2ccsc2CCN1C(=O)CN(CCC(C)C)S(=O)(=O)c1ccc(C)cc1 (stereo not given),-1,0,3
C=CCCC(O)CN(Cc1ccc(F)cc1)Cc1ccc(C)cc1C (stereo not given),31,-6,-4
COc1ccccc1CN(C)[C@H]1[C@H](Oc2ccccn2)C[C@@H]2CC(C)(C)OC[C@]21O,5,-6,-4
Cc1nn(C)c(C)c1C(=O)N1CCN(S(=O)(=O)c2ccc(Br)cc2Cl)CC1,6,nt,-1
COCCCN(CC(=O)N(CCc1ccc(OC)c(OC)c1)Cc1sccc1C)C(=O)c1cccc([N+](=O)[O-])c1,10,-2,-2
CCOC(=O)c1c(C)c(S(=O)(=O)N2CCC3(CC2)OCCO3)c(C)n1C,nt,-4,-7
Cc1ccccc1C1CCN(CCn2cc(-c3cccc(O)c3)nn2)C1 (stereo not given),-3&-1,-12,-6&-9
O=C(CN1CCCCCC1=O)N1CCN(Cc2ccc(Cl)s2)CC1,5,nt,-2
Cc1ccccc1CNC(=O)c1ccc(Nc2cccc(C(F)(F)F)c2)nc1,-14,nt,0
C=CCC(NC(C)=O)C(=O)N1CCC2(CC1)Nc1ccccc1S(=O)(=O)N2 (stereo not given),1,nt,-7
CC12CCC(C(=O)N3CCCCCC3)(OC1=O)C2(C)C (stereo not given),5,nt,-1
CCN1CC(CN(C)C(=O)c2cnc3onc(C(C)C)c3c2)Oc2ccccc21 (stereo not given),3,nt,-6
Clc1c(-c2nnco2)sc2ccccc12,-2,nt,1
O=c1c2c(nc(SCc3ccc([N+](=O)[O-])cc3)n1-c1ccccc1)CCS2,-2,nt,-7
CCOC(=O)c1c(NC(=O)c2ccc(Cl)cc2)sc(C(=O)Nc2ccccc2C)c1C,-4,-5,-7
COc1cccc(OC)c1-c1cnnc(N2CCC(C(=O)c3ccccc3)CC2)n1,8,nt,-4
CCOc1cc(S(=O)(=O)N2CCC(C(N)=O)CC2)c(OCC)cc1C,2,-2,0
Cc1nc(NC2(CN3CCCCC3)CC2)cc(C2CC(O)C2)n1 (stereo not given),nt,-5,-6
Cc1cc(C)c2[nH]c(C(=O)N3CCOC(c4ccc(F)cc4)C3)c(C)c2c1 (stereo not given),0,nt,-6
Cc1cc(C)c2sc(N(CCCN(C)C)C(=O)c3ccc(C#N)cc3)nc2c1,3,-2,-4

# More compounds follow.
SMILES,NPYLR7 ag,mcGAS inh,hcGAS inh
CCOc1ccc(NC(=O)CSc2nc3ccc(OCC)cc3s2)cc1,-3,-7,-7
CCOC(=O)CCNC(=O)N1CCCCCCN(C)C(=O)CC1,nt,-3,-4
O=S(=O)(CC1CC1)c1ncc(CN2CCCCO2)n1CC1CCCO1 (stereo not given),9,nt,-14
Cc1ccc(CN2CCC2(C)C(=O)NC(C)C)cc1 (stereo not given),3,nt,-8
O=c1c2c3c(sc2[nH]c(=S)n1CC1CCCO1)CCC3 (stereo not given),-2,7,-2
Cc1cc(NC(=O)C2(C)CCCN(C)C2)c2ccccc2n1 (stereo not given),0,nt,-17
CCc1cc(=O)[nH]c(-c2ccc(NCC3CCN(c4ccc(F)cc4)C3)nc2)n1 (stereo not given),8,nt,-7
Cc1ccccc1-n1ncc2c(C3CC3)nn(CC(=O)Nc3ccccc3F)c(=O)c21,7,nt,-4
Fc1ccc(COc2cn(-c3ccccc3)nn2)cc1,3,nt,5
C=CCNC(=O)CSc1nnc2n1CCN2c1ccccc1,1,-7,-6
O=S(=O)(c1cccc(Cl)c1Cl)N1CCN(c2nc3nccc(-c4cccc(C(F)(F)F)c4)n3n2)CC1,nt,-6,-4
Oc1ccc(CNc2ccccc2)cc1,11,nt,0
CC(C)CNC(=O)C1(C)CCN1C(=O)CCc1ccc(Cl)cc1Cl (stereo not given),-6,-1,2
CC1(C)C[C@@H]2C[C@@](C)(CN2C(=O)CCc2nnc(-c3ccc4c(c3)OCO4)o2)C1,18,nt,-7
CCc1ccc(OCCN(C)C(=O)c2ccn[nH]2)cc1,2,-10,3
COc1ccc(CN(C)c2c(C)nc3c(OCc4ccc(Cl)cc4Cl)cccn23)cc1,2,-2,-3
O=C1CC(N2CCN(c3ncccn3)CC2)C(=O)N1c1ccc(Br)cc1 (stereo not given),1,-5,-5
Cc1cccc(NC(=O)COc2coc(CN3CCc4ccccc43)cc2=O)c1C,12,3,2
CN(Cc1ccc(Cl)c(Cl)c1)C(=O)CC(NC(N)=O)c1cccs1 (stereo not given),-1,nt,-6
COc1ccccc1NC(=O)N(Cc1cc(Cl)ccc1OS(C)(=O)=O)CC1CCCO1 (stereo not given),-1,-4,2
COCc1nc(-c2cccc(CN3CCN(C(=O)C(C)Oc4ccccc4)CC3)c2)no1 (stereo not given),-3,-6,-3
CCCC(=O)N1CCC1(C)C(=O)NS(=O)(=O)c1sc2ccc(Cl)cc2c1C (stereo not given),4,nt,-11
CCOC(=O)N1CCN(CC(=O)N2N=C(c3cc(C)ccc3C)CC2c2ccccc2C)CC1 (stereo not given),0,-4,-4
COc1ccccc1CNC(=O)CSc1nc(=O)n(CCO)c2c1CCCC2,-7,-1,-2
COCCCNc1nc2nonc2nc1NC1Cc2ccccc2C1,1&0,-1,-1&2

# A draw from above in order of number of heavy atoms, rising:
SMILES,NPYLR7 ag,mcGAS inh,hcGAS inh
Oc1ccc(CNc2ccccc2)cc1,11,nt,0
Cc1ccc(CN2CCC2(C)C(=O)NC(C)C)cc1 (stereo not given),3,nt,-8
CCc1ccc(OCCN(C)C(=O)c2ccn[nH]2)cc1,2,-10,3
C=CCNC(=O)CSc1nnc2n1CCN2c1ccccc1,1,-7,-6
CCOC(=O)CCNC(=O)N1CCCCCCN(C)C(=O)CC1,nt,-3,-4
CN(Cc1ccc(Cl)c(Cl)c1)C(=O)CC(NC(N)=O)c1cccs1 (stereo not given),-1,nt,-6
O=S(=O)(CC1CC1)c1ncc(CN2CCCCO2)n1CC1CCCO1 (stereo not given),9,nt,-14
CCOc1ccc(NC(=O)CSc2nc3ccc(OCC)cc3s2)cc1,-3,-7,-7
CCCC(=O)N1CCC1(C)C(=O)NS(=O)(=O)c1sc2ccc(Cl)cc2c1C (stereo not given),4,nt,-11
COc1ccccc1CNC(=O)CSc1nc(=O)n(CCO)c2c1CCCC2,-7,-1,-2
CC1(C)C[C@@H]2C[C@@](C)(CN2C(=O)CCc2nnc(-c3ccc4c(c3)OCO4)o2)C1,18,nt,-7
COc1ccc(CN(C)c2c(C)nc3c(OCc4ccc(Cl)cc4Cl)cccn23)cc1,2,-2,-3
CCOC(=O)N1CCN(CC(=O)N2N=C(c3cc(C)ccc3C)CC2c2ccccc2C)CC1 (stereo not given),0,-4,-4

# The results go on:
SMILES,NPYLR7 ag,mcGAS inh,hcGAS inh
Cc1ccccc1-c1nnc2ccc(-c3cccc(C(=O)N(C)C)c3)cn12,-2,-6,-3
CC1C(=O)N(c2ccc(Oc3ccccc3)cc2)CCN1C(=O)c1ccc(Cl)cc1Cl (stereo not given),4,-4,-7
O=S(=O)(N1CCCCC1)N1CCOC(Cc2ccccc2Cl)C1 (stereo not given),8,nt,-13
CCOC(=O)CCC(=O)Nc1cc(C(C)(C)C)nn1-c1ccc(Br)cc1,-7,0,0
CCc1nc(C)c(C(=O)NC(C)c2cnc(-c3ccncc3)nc2C)o1 (stereo not given),7,nt,-4
CC(OC(=O)C1CSCCS1)C(N)=O (stereo not given),1,nt,-5
COc1ccc(NC(=O)CN2C(=O)C3CCCCN3C(=O)c3ccccc32)cn1 (stereo not given),27,nt,-3
O=C(CCc1ccccc1)N1CCN(Cc2cc(=O)c(OCc3ccc(F)cc3)co2)CC1,0,3,0
COCCOc1nc(-c2ccc(C)cc2)n(-c2cccc(NC(=O)Nc3ccccc3C)c2)n1,-4,4,2
CCOC(=O)c1cc(-c2cccc(NC(=O)Cc3ccc(OC)cc3)c2)n(-c2cccc(C)c2)n1,22,-7,-3
CNC(=O)c1sc(Nc2cc(C)ccc2C)nc1C,4,-10,-10
CCCC(=O)Nc1ccc(NC(=O)c2n[nH]c3c2CC(C)CC3)cc1OC (stereo not given),2,nt,-9
CC(C)NC1CCN(CC(C)(C)O)CC1,-2,-11,-6
C=CCn1c(SCC(=O)Nc2ccccc2OCC)nc2sc3c(c2c1=O)CCCC3,-3,-8,-9
Cc1ccc(F)c(NC(=O)c2cccc(=O)n2CCOc2ccccc2Cl)c1,-8,-17,-6
Cc1ccc(-n2nnc3c(N4CCN(C(=O)C(C)(C)Oc5ccc(Cl)cc5)CC4)ncnc32)cc1,-3,-9,-9
Cc1ccc(S(=O)(=O)NCCC(=O)O)c(C)c1N(C)S(=O)(=O)c1ccccc1,-9,-7,-5
CCOc1ccc2oc(C)c(C(=O)NC(C)c3n[nH]c(C)n3)c2c1 (stereo not given),-3,nt,1
COc1ccc(-c2ccccc2NC(=O)C2CCCN2Cc2nccn2C)cc1 (stereo not given),1,nt,-9
COc1ccc2sc(N(Cc3cccnc3)C(=O)c3ccc4c(c3)OCCO4)nc2c1,-1,-8,-4
CC(CNC(=O)N1CCC(O)(C(F)(F)F)C1)c1cccs1 (stereo not given),6,nt,-15
O=C(NC(=O)c1ccccc1)C(=NO)C(=O)NC(=O)c1ccccc1,4,nt,25
c1ccc2c(c1)nc1n2CCN1CCN1CCOCC1,-2,-6,-12
Cc1cnc2c(c1N1CCCCC1)c(=O)n(C)c(=O)n2C,1,nt,1
Cc1cccc(OCCNC(=O)CN(C)Cc2ccccc2)c1,1,nt,-18

# Next section:
SMILES,NPYLR7 ag,mcGAS inh,hcGAS inh
CC1COCCN1C(=O)c1cc(Cl)ccc1OC(F)F (stereo not given),-4,3,1
O=C(CSc1nc2ccccc2[nH]1)c1ccc(OC(F)F)cc1,-6,-3,0
Cc1oc(-c2ccco2)nc1CN1CC[C@H](O)[C@@H](O)C1,5,nt,-5
C=CCN1CC(c2nc3ccccc3n2Cc2ccc3ccccc3c2)CC1=O (stereo not given),1,nt,-3
CCC1(C2CCN(C(=O)CSc3n[nH]c(N)n3)CC2)NC(=O)NC1=O (stereo not given),10,nt,-10
CC(C)(C)C(=O)Nc1c(-c2ccc(F)c(F)c2)nc2ccccn12,-8,-7,-8
CCOC(=O)c1nn(-c2ccccc2C)c(=O)cc1OS(=O)(=O)c1cc(C)c(C)cc1OC,5,nt,0
COCCC(C)NC(=O)c1ccccc1Nc1ccc(OC)cc1 (stereo not given),1,nt,-9
CC(OC(=O)c1csc(S(N)(=O)=O)c1)C(=O)Nc1ccc(Cl)cc1F (stereo not given),21,-17,-12
COCCCN(Cc1ccc(OC)c(OC)c1)CC(O)Cc1ccccc1 (stereo not given),-3,-4,-3
O=C1C(=O)N(CCCN2CCOCC2)C(c2ccc([N+](=O)[O-])cc2)C1=C(O)c1ccc(F)cc1 (stereo not given),11,-7,-9
Cc1ccc(C2(O)CCN(C(=O)c3ccc4sc(N)nc4c3)CC2)nc1,8,-20,-5
CC1=NN(c2ccc(C(=O)NC3CCSc4ccccc43)cc2)CC1 (stereo not given),6,nt,-17
CN1CCC2(CCN(C(=O)/C=C/c3ccoc3)CC2)C1=O,6,nt,-6
CCCN(CC(=O)Nc1cc(-c2ccccc2)nn1-c1ccc(Cl)cc1)C(=O)CCc1ccccc1,-4,-4,-4
Cc1ccc(CNc2ccc(N(C)C)nc2)o1,12,nt,-14
CCCC(=O)NC1(c2nc(C(C)C)no2)CCCCC1,nt,-8,-14
CCCn1c(=O)n(C)c(=O)c2c(SCC3CCCCO3)nc(CC(C)C)nc21 (stereo not given),9,nt,-3
COc1ccc(CN(C(=O)Nc2c(Cl)cccc2Cl)C(C)C)cc1OS(C)(=O)=O,-3,-7,1
O=C1CCCCCN1CCC(=O)N1CCC(CO)(Cc2ccccc2)CC1,6,nt,-5
Cc1ccn2c(=O)nc(SCC(=O)N3CCCC3)nc2c1,3,-9,-6
CN(c1ccc(CN)cc1)S(C)(=O)=O,1,7,1
NC(=O)C1CN(S(=O)(=O)c2ccccc2OC(F)(F)F)c2ccccc2O1 (stereo not given),-4,nt,15
Cc1ccc(OC2CCN(Cc3ccncc3)CC2)c(C(=O)N2CCCC(O)C2)c1 (stereo not given),9,nt,-13
CCN(CC)c1ccc(C(=O)NC(=S)Nc2nc(-c3ccc(C#N)cc3)cs2)cc1,3,-6,-5
Cc1[nH]c2ccccc2c1CC(=O)N1Cc2cnc(CC(C)C)nc2C1,0,-19,-4
Cc1ccc(-c2nc3c(NCc4ccc(N(C)C)cc4)nccc3[nH]2)cc1,-4,-2,-1
CCCS(=O)(=O)NCCNc1ccc(Nc2cccc(C)n2)nn1,19,nt,-9
CCOc1ccc(C(=O)Nc2ccc3c(c2)oc2ccccc23)cc1[N+](=O)[O-],-2,-7,-4
